D2 agonist – D2 dopamine receptor (human) agonism; HEK293 T-REx D2 cells, calcium flux agonist mode; activation, % at 2 µM; 340,000 tested, 0.53% active; AID 485358;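 active = activation over 3 SD above normal in the single-dose calcium agonist read, cut at about 30% in these data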; also: 0% is about no effect
Target sequence (P14416 whole entry, looked up): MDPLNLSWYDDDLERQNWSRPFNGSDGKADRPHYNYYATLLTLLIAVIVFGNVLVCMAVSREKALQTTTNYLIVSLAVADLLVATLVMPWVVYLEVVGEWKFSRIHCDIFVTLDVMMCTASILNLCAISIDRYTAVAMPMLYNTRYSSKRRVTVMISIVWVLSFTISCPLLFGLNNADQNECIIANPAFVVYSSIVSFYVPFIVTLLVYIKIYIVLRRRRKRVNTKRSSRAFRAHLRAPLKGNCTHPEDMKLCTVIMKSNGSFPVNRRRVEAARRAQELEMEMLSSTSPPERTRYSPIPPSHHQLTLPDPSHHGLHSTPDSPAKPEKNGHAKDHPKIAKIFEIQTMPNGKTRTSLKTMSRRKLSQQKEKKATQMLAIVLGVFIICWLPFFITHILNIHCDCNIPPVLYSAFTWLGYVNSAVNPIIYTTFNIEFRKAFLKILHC
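In this primary screen, compounds producing a positive calcium signal within 180 s of addition to tetracycline-induced, force-coupled HEK293 Trex D2 cells are flagged; cells are dye-loaded with a no-wash calcium kit beforehand.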
RXFP1 agonist – activates the human relaxin receptor RXFP1; Q9HBX9; HEK293T-RXFP1 cAMP TR-FRET, 30 min; response scale: percent of porcine relaxin response, buffer zero; Potency, µM (series often up to 57.5 µM), inactives show at the top dose activation, hits mostly activators; 370,000 tested, 0.3% active; active = well fitted activation curve with a large enough effect; inconclusive = small, poorly fitted or top-dose-only effect; also: potency is read from the fitted curve at half-maximal effect; % is scaled to controls: 0 for no effect and ±100 for the full control effect; nearly all actives have a fitted effect of over 60% in size; many of its hits are not listed in these tables
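Agonist response is measured as cAMP accumulation in an RXFP1-transfected HEK293T line under PDE4 inhibition. Values are scaled between buffer-only and 29 nM porcine relaxin, and EC50s come from standard Hill equation fits.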
D1 PAM – potentiators of human D1 dopamine receptor; P21728; HEK293 TREx D1 cells, calcium flux, dopamine EC20 potentiation; potentiation, % at 10 µM; 360,000 tested, 0.036% active; AID 504651; in the data active = potentiation above about 30%; also: 0% is about no effect
Target sequence (P21728 whole entry, looked up): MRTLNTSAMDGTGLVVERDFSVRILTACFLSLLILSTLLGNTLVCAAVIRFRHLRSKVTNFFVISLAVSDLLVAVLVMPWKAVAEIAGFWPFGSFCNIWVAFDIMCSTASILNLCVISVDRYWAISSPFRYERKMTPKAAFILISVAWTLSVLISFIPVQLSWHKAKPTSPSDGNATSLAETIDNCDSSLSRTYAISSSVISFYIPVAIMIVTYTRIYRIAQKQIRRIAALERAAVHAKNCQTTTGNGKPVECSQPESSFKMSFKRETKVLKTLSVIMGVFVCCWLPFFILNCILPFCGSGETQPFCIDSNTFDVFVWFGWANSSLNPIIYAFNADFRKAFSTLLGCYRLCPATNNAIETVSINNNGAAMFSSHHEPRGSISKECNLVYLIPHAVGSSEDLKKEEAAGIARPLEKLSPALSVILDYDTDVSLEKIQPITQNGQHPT
RXFP1 antagonist – antagonists of human relaxin receptor RXFP1; activity change, negative = inhibition, % at 57.5 µM; AID 1259400; Q9HBX9; 350,000 tested, 0.59% active; HEK293-RXFP1, relaxin-stimulated cAMP HTRF, 30 min; active compounds read low;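 active = activity change of -60% or lower, but not beyond a set lower limit; inconclusive = change between -60% and -40%, or beyond the set limit; inactive = change above -40%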; also: % is scaled to controls: 0 for no effect and ±100 for the full control effect
D1 ag – activates the human D1 dopamine receptor; HEK293 T-REx D1 cells, calcium flux, agonist mode; activation, % at 2 µM; 360,000 tested, 1% active; AID 504660; in the data active = activation above about 30%; also: 0% is about no effect
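Inducible HEK293 T-REx D1 cells, force-coupled to calcium signalling, were plated at 4000 cells/well with tetracycline and held overnight at 30 C. After no-wash calcium dye loading, compound-evoked calcium rise over 180 s flagged agonists.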
D1 antag – antagonists of human D1 dopamine receptor | P21728 | HEK293 TREx D1 cells, calcium flux, dopamine EC80; active compounds read low | activity change, negative = inhibition, % at 10 µM | 360,000 tested, 3.2% active | AID 504652; in the data active = activity change below about -30%; also: % is scaled to controls: 0 for no effect and ±100 for the full control effect
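HEK293 T-REx cells expressing inducible, force-coupled D1 receptor; no-wash Ca dye, 30–90 min RT. Cmpd → 180 s read at 1 Hz → EC80 DA → 180 s read.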
TRHR enhancer – TRH receptor (human) allosteric enhancement; P34981; TRHR cells, fluo-8 calcium fluorescence, EC20 TRH enhancement; enhancement, % at 2 µM; 360,000 tested, 0.66% active; AID 493056; in the data active = enhancement above about 30%; also: 0% is about no effect
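TRHR-expressing cells loaded with fluo-8 calcium dye were read kinetically (ex 480/em 530) during compound addition, then stimulated with an EC20 of TRH (10 nM final). Enhancement of the Gq-mediated intracellular calcium response was scored.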
D2 antagonist – D2 dopamine receptor (human) antagonism. P14416. HEK293 TREx D2 cells, calcium flux, dopamine EC80. inhibition, % at 10 µM. 340,000 tested, 2% active; in the data active = inhibition above about 30%; also: 0% is about no effect
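Inhibition of EC80 dopamine-driven calcium flux, recorded kinetically, defines activity here; cells are a tetracycline-induced HEK293 T-REx line expressing force-coupled D2.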
D2 potentiator – positively modulates the human D2 dopamine receptor allosterically. P14416. HEK293 T-REx D2, calcium flux, EC20 dopamine potentiation. potentiation, % at 10 µM. 340,000 tested, 0.34% active. AID 485347;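 active = potentiation over 3 SD above the plate norm, cut at about 30% in these data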; also: 0% is about no effect
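Tetracycline-induced HEK293 T-REx cells force-coupled to calcium signalling expressed D2; compounds were pin-added after a 10 s baseline, read kinetically 180 s, then an EC20 dopamine challenge followed with a further 180 s calcium read.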
* = called active by the depositor; ? = inconclusive; / = no result given.

SMILES	D2 agonist	RXFP1 agonist	D1 PAM	RXFP1 antagonist	D1 ag	D1 antag	TRHR enhancer	D2 antagonist	D2 potentiator
CC(C)(Oc1ccc(Cl)cc1)C(=O)Nc1ccncc1	0.2	-0.2%	-1	-15	11	-13	2	19	-3
Cc1ccc(C(=O)Nc2sc(Cc3ccc4c(c3)OCO4)c(C)c2C(N)=O)cc1	0.2	12%	-8	-5	-1	18	6	1	-6
COc1ccc(Nc2nc(C(=O)N3CCc4ccccc4C3)cs2)cc1	-0.3	2.2%	-1	-9	6	-4	-16	81*	25
COc1ccc(-c2csc(Nc3ccccc3)[n+]2Cc2ccccc2)cc1	-2.3	6.6%	-5	-12	5	-6	23	16	-3
Oc1ccc(CCNc2c3ccccc3nc3ccccc23)cc1O	91*	-6.4%	6	-13	12	-51*	-12	91*	-20
COC(=O)[C@@]12CCCCN1[C@H](c1ccc(-c3ccc(OC)cc3)cc1)[C@@H]1C(=O)N(C)C(=O)[C@@H]12	0.7	-1.8%	-5	/	4	2	-3	6	-8
CCn1ncc(CN2CCN(Cc3cccc(OC)c3)C(CCO)C2)c1C (configuration not stated)	-1.0	0.6%	0	4	0	4	5	-10	2
CCOC(=O)c1cccc(NC(=O)CN2C(=O)CC(C)(C)Sc3ccccc32)c1	0.3	-0.2%	-2	-7	18	0	-1	/	7
CCn1c(SCC(=O)NCc2ccco2)nnc1-c1c[nH]c2ccccc12	-0.4	-1.3%	-1	21	0	8	-2	22	5
COc1ccc(C(=O)NCCCc2nc3ccccc3n2Cc2ccccc2C)cc1OC	-1.4	-0.1%	-2	5	-3	26	-7	16	-2
COCCn1c(=NC(=O)/C=C/c2ccccc2Cl)sc2cc(NC(C)=O)ccc21	0.0	1.6%	-3	11	1	11	-2	-12	12
O=C(NCCCN1CCOCC1)C(=O)NCC1CCCO1 (configuration not stated)	-0.2	0.6%	-3	1	1	2	1	-12	11
O=C(COC(=O)c1ccc(O)cc1)Nc1cc(C(F)(F)F)ccc1Cl	2.7	0.2%	-6	0	11	-13	0	0	-3
Cc1nc2ccccc2n1C1CCN(CC(=O)Nc2ccccc2Br)CC1	1.0	3.1%	-5	-4	52*	-14	-3	-6	0
O=C(NCC(c1ccco1)N1CCN(c2ccccc2)CC1)C(=O)NC1CCCCC1 (configuration not stated)	0.2	0.8%	-3	-2	-1	12	-1	-11	-1
COc1cc(/C=C/C(=O)NC(=O)c2ccccc2O)ccc1O	-0.2	1.7%	-11	5	-1	3	3	-10	14
CCOCCCNC(=O)c1ccc2c(c1)ncn2-c1ccc(C)cc1C	/	0.0%	-3	-11	2	-7	-2	/	/
COc1ccc(C(=O)Nc2ccc(N3CCCCC3)cc2)cc1Br	-0.9	0.4%	1	-14	1	-3	1	0	1
CCOC(=O)NC1(C(F)(F)F)N=C(c2ccccc2)NC1=O (configuration not stated)	-0.5	-0.4%	5	-13	2	7	-5	-28	-4
CC(C)c1ccc(NC(=O)Cn2ncn3c(cc4ccccc43)c2=O)cc1	0.2	0.0%	-4	-32	3	-2	2	-10	-5
COc1ccc(S(=O)(=O)N2CCC(C(=O)Nc3ccccc3N3CCCC3)CC2)cc1OC	-0.1	1.7%	9	-2	8	17	8	-5	12
NC(=O)c1sc2nc3c(cc2c1N)CCC3	1.5	4.5%	-3	10	1	9	1	8	-5
O=C(CSc1nc2[nH]ncc2c(=O)n1-c1ccccc1)N1CCCCCC1	-0.6	-0.4%	15	/	2	5	2	-11	14
COc1ccc(-n2cc(-c3ccccc3)c3c(=S)nc[nH]c32)cc1	-0.1	4.2%	-6	-4	0	-1	9	11	11
O=C1C=C(c2ccccc2)C[C@H](c2cccs2)[C@H]1n1nnc([N+](=O)[O-])n1	/	-0.6%	-5	?	5	5	14	/	-1

Additional entries:
SMILES	D2 agonist	RXFP1 agonist	D1 PAM	RXFP1 antagonist	D1 ag	D1 antag	TRHR enhancer	D2 antagonist	D2 potentiator
CC(C(=O)NCc1ccccc1)N1CCN(c2ccc(F)cc2)CC1 (configuration not stated)	0.5	3.5%	-9	6	2	21	-7	10	-3
c1coc(CN2CN=C(Nc3nc4ccccc4s3)NC2)c1	-1.3	0.8%	-3	0	3	-8	6	-20	11
CCNc1nc(NCC)n2c(SCc3ccc(F)cc3)nnc2n1	-0.2	0.3%	-2	6	0	-1	-6	8	-6
COc1ccc(C(=O)N(C)C2CCCN(Cc3ccccc3F)C2)cc1C (configuration not stated)	1.0	-0.2%	2	1	2	6	-1	13	-1
CCc1ccc(-c2nn(-c3ccc(OC)cc3)c3c2cnc2ccc(OC)cc23)cc1	0.7	-0.3%	-3	/	4	17	-5	/	-11
CCS(=O)(=O)N1CCC(C(=O)N2CCOCC2)CC1	-2.3	-0.7%	5	-1	6	13	-3	3	18
CCOC(=O)c1cn(CC(=O)Nc2cccc(F)c2)nn1	-0.4	0.9%	1	-7	3	2	-3	0	/
C/C(=N\Nc1ncc(Cl)cc1Cl)c1ccc(C#N)cc1	0.0	-0.5%	-3	-13	0	-7	9	-3	-3
CSCCC(NC(=O)c1ccccc1)C(=O)NNC(=O)c1csc(N2CCOCC2)n1 (configuration not stated)	0.1	4.6%	-3	4	0	11	1	-13	11
CN(c1ccccc1)S(=O)(=O)c1ccc2ccccc2c1	/	0.3%	-13	-8	5	-13	-2	/	-1
O=C(COC(=O)c1cc(S(=O)(=O)N2CCOCC2)ccc1Cl)NCc1ccc2c(c1)OCO2	-0.6	1.6%	1	5	0	2	5	-8	17
c1cnc2c(SCc3ccc(-c4nnco4)cc3)cccc2c1	-0.6	5.5%	-5	-4	6	-15	3	10	-1
CCOC(=O)c1ccc(NC(=O)Cn2nnc(-c3ccc(C)cc3)n2)cc1	0.1	-1.1%	2	5	1	-8	16	-31	-1
O=C(O)C1CCCN1S(=O)(=O)c1cccc2nsnc12 (configuration not stated)	45*	-0.2%	-1	7	2	2	7	-6	-12
O=C(COc1ccc(Cl)cc1Cl)N(c1ccccn1)C1CCCCC1	2.5	-0.2%	-2	-22	5	15	3	-22	11
O=C(COC(=O)c1ccc(Br)cc1)NCc1ccc(F)cc1	2.0	1.2%	-1	9	-2	14	2	-12	2
CN(C)CCCNc1c2c(c(C#N)c3nc4ccccc4n13)CCC2	-0.5	2.1%	5	/	2	-4	3	-14	19
Cc1ccc(-n2cnc3cc(C(=O)NCc4ccc(F)cc4)ccc32)c(C)c1	/	-0.6%	-1	0	0	-23	-3	/	-14
CC(CN1CCCC1)OC(=O)c1ccc(Cl)cc1Cl (configuration not stated)	1.8	-0.4%	-2	-4	4	3	2	4	-15
O=C(COc1ccccc1F)Nc1ccc2nc(SCC(=O)N3CCOCC3)sc2c1	-0.9	4.2%	-1	?	16	-13	-9	/	-7
CCOC(=O)c1sc(NC(=O)c2cccc(S(=O)(=O)N3CCN(C)CC3)c2)cc1C	0.5	2.5%	-5	0	15	-35*	-1	3	8
Cc1ccccc1OCC(=O)N/N=C/C=C/c1ccccc1	-0.4	-0.2%	1	-12	0	-18	1	7	16
Cc1cccc2c(=O)cc(C)n(CC(=O)N3CCOCC3)c12	0.0	1.8%	-5	-6	1	-1	4	-25	0
CCc1ccccc1NC(=S)N(CCN(C)C)C(C)c1cccnc1 (configuration not stated)	-0.7	-1.1%	0	-1	4	-4	3	-12	5
CC(C)(C)Nc1nc(N2CCCC2)nc(N2CCCC2)n1	1.3	-0.8%	11	0	12	21	1	5	-6

Five compounds out of the list above, ordered by their value in D2 potentiator, high to low:
SMILES,RXFP1 agonist,D1 PAM,RXFP1 antagonist,D1 ag,D1 antag,TRHR enhancer,D2 antagonist,D2 potentiator
CCS(=O)(=O)N1CCC(C(=O)N2CCOCC2)CC1,-0.7%,5,-1,6,13,-3,3,18
c1coc(CN2CN=C(Nc3nc4ccccc4s3)NC2)c1,0.8%,-3,0,3,-8,6,-20,11
CN(c1ccccc1)S(=O)(=O)c1ccc2ccccc2c1,0.3%,-13,-8,5,-13,-2,/,-1
CC(C(=O)NCc1ccccc1)N1CCN(c2ccc(F)cc2)CC1 (configuration not stated),3.5%,-9,6,2,21,-7,10,-3
CCNc1nc(NCC)n2c(SCc3ccc(F)cc3)nnc2n1,0.3%,-2,6,0,-1,-6,8,-6

Just RXFP1 antagonist and RXFP1 agonist, for 2 of the compounds above:
Molecule,RXFP1 antagonist,RXFP1 agonist
CC(C(=O)NCc1ccccc1)N1CCN(c2ccc(F)cc2)CC1 (configuration not stated),6,3.5%
CCNc1nc(NCC)n2c(SCc3ccc(F)cc3)nnc2n1,6,0.3%

(cont.)
SMILES	D2 agonist	RXFP1 agonist	D1 PAM	RXFP1 antagonist	D1 ag	D1 antag	TRHR enhancer	D2 antagonist	D2 potentiator
CCc1noc(C)c1C(=O)Nc1ccc(-c2nnc3n2CCCCC3)cc1	-0.3	0.3%	3	-1	1	0	-1	-10	0
COc1ccc(-n2ccn(CC(=O)Nc3ccc(C)cc3C)c(=O)c2=O)cc1	-0.5	0.8%	-4	17	12	0	-2	/	-9
C[C@H](O)Cc1cn(-c2cc3cc(C#Cc4ccsc4)ccc3oc2=O)nn1	2.0	3.9%	2	/	3	/	0	15	-5
Cc1cc(C(=O)NC2CCCc3ccccc32)ccc1[N+](=O)[O-] (configuration not stated)	-1.1	-0.1%	-8	10	-2	0	-4	-6	12
CCc1nn(CC(=O)NCc2cccc(OC)c2OC)c(=O)c2cc3occc3n12	-0.3	0.2%	6	-1	0	10	-7	/	5
COc1ccc(NC(=O)CCC(=O)N/N=C/c2cn(C)nc2C)cc1	-0.8	-1.5%	-7	-12	1	-10	-13	-17	5
C/C(CC(=O)Nc1ccccc1-c1ccccc1)=N\NC(=O)COc1ccc(C)cc1Br	-0.5	2.1%	4	-3	4	15	12	7	-6
COC(=O)C(CC(C)C)NC(=O)CSc1nc(-c2ccccc2)c(C#N)c(=O)[nH]1 (configuration not stated)	-0.1	?	5	8	6	10	4	-7	0
CC1(C)CC(=O)c2cc(-c3nc(-c4ccc(Cl)cc4)cs3)c(=O)n(-c3ccc(Cl)cc3)c2C1	0.6	0.2%	0	1	1	0	-9	/	-1
COc1cc(/C=N/Nc2cc(C)nc(NS(=O)(=O)c3ccc(C)cc3)n2)ccc1O	-1.4	3.1%	-2	10	1	-12	-9	1	12
COc1ccc(OC)c(NC(=O)CC2Oc3ccccc3NC2=O)c1 (configuration not stated)	-1.1	1.1%	-5	16	3	0	4	8	14
O=C(NCc1ccco1)c1ccc2c(c1)N(Cc1ccc(F)cc1)C(=O)c1ccccc1S2=O (configuration not stated)	-0.2	-1.1%	1	/	3	-3	-8	/	2
Cc1ccc(-c2nnc(Nc3ccccc3)c3ccccc23)cc1S(=O)(=O)NCC1CCCO1 (configuration not stated)	-0.2	3.3%	0	9	0	1	6	14	3
COc1cccc(NC(=O)c2nn(C)c(C(=O)Nc3cccc(OC)c3)c2[N+](=O)[O-])c1	2.3	-0.9%	-2	12	27	18	8	-7	-2
S=C(NCCN1CCOCC1)Nc1ccccc1Cl	/	0.0%	2	-15	3	-5	6	/	/
Cc1ccc(-c2ccc(C(=O)O)o2)cc1Cl	0.0	-0.2%	-3	?	3	-4	11	-15	9

High-throughput results deposited in PubChem by National Center for Advancing Translational Sciences (NCATS).

These rows are one share of the data. The share of hits here may be higher or lower than overall.
